High-throughput results (PubChem BioAssay)
CFTR F508del cor – F508del CFTR correction, initial screen, CFBE line, single point; 350,000 tested, 0.36% active; AID 720511, 2013; CFBE cells, YFP halide quenching; stimulated with forskolin plus potentiator P3; % fluorescence drop versus neutral controls; activity (quench increase), % at 7.58 µM;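 active means mean added fluorescence quench of at least 8% versus neutral control, with both replicates also reaching 8%; inconclusive means only one of the mean or replicate conditions met; inactive means mean below 8% and not both replicates reaching 8%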;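 further: cells transiently co-express mutant CFTR-F508del with the halide-sensitive YFP; corrector assay measuring rescue of mutant channel to the surface after 24 h compound exposure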
PAX8 reporter – inhibitors of PAX8-driven TPO luciferase reporter, primary screen, RMG-I cells, single concentration | SteadyGlo, 24 h | inhibition, % at 12.6 µM | 360,000 tested, 1.2% active;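 active means mean replicate inhibition at least 60% with every replicate also reaching 60%; inconclusive means only one of the two criteria is met; inactive means mean below 60% and not all replicates reaching 60%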;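 further: luciferase light reporting Pax8 driven TPO promoter activity; plate controls were median of neutral control wells for no effect and mitoxantrone controls for full effect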
FN deposition inh – inhibitors of fibronectin matrix deposition, primary screen, AH1F cells, Alexa488-fibronectin fluorescence, plate reader. AH1F fibroblasts, overnight. inhibition, % at 12.6 µM. 350,000 tested, 0.086% active. AID 743247, 2014;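 active means mean inhibition across replicates of 30% or more, regardless of how many single replicates reach that level; inconclusive means mean under 30% yet at least half of replicates reach 30%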;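 further: positive control wells lacked labelled fibronectin entirely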
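Test system: AH1F fibroblast monolayer depositing Alexa488-labelled fibronectin into matrix. Input: 10000 cells per well. Technique: fluorescence, ex 485 nm, em 525 nm. Buffer or medium: DMEM plus 2% serum, read in PBS. Timing: 1 h cell adhesion before compound, then overnight fibronectin incubation. Compound: single dose, pinned. Read-out basis: inhibition from reduced deposited-fibronectin fluorescence.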
miR122 inh – miR-122 Renilla sensor signal increase in Huh7, primary screen, miR-122 inhibitor project, cell-based, single point, plate reader. activation (reporter increase), % at 12.5 µM. Huh7 miR-122 Renilla luciferase sensor, 48 h; neutral wells = 0, positive control = 100. AID 602342, 2012. 340,000 tested, 0.3% active;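 active means mean replicate activation score at least 90 and every replicate individually at or above 90; inconclusive means only one of the two criteria met; inactive means neither criterion met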;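 further: higher luciferase means less miR-122 activity so hits act as miR-122 inhibitors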
DENV2 CPE – inhibitors of DENV2 cytopathic effect, primary screen, cell-based, plate reader, single concentration; DENV2-infected cells, cytopathic effect rescue; CPE inhibition, % at 9.99 µM; 350,000 tested, 1.7% active; in the data active means CPE inhibition above about 20%, passing the limit was not always enough; inconclusive means no clear call, values can overlap the other calls; tested in BHK-21 cells;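 further: 0% = median of neutral control wells and 100% = median of positive control wells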
EWS-Fli inh – EWS/Fli-driven NR0B1 reporter inhibitors, primary screen, A673 cells, NR0B1 luciferase, luminescence, MLPCN library. AID 651661, 2012. viability-normalised. inhibition, % at 12.6 µM. 350,000 tested, 0.67% active;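 active means mean inhibition of at least 50% after viability correction, with every replicate also passing that limit; inconclusive means mean reaches 50% but only one of two replicates passes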;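 further: firefly luciferase signal divided by Alamar Blue viability fluorescence both relative to DMSO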
INS-1E GSIS act – GLuc luminescence reporter in INS-1E cells, primary screen for activators of glucose-dependent secretion of insulin; 370,000 tested, 0.61% active; activation, % at 16.6 µM; AID 743287, 2014; INS-1E GLuc reporter insulin secretion, 2-3 h;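 active means lowest replicate activation of at least 40%, so every replicate reaches that level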;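 further: 0% = median of neutral control wells and 100% = median of IBMX positive control wells; some compounds called inactive have numbers as strong as hits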
* marks the source's active call; other numbers are inactive results; ? = inconclusive; · = no result given; & = joins results of further samples; [ ] = another dose, or the depositor's remark.

Screens in order – CFTR F508del cor	PAX8 reporter	FN deposition inh	miR122 inh	DENV2 CPE	EWS-Fli inh	INS-1E GSIS act
> Cc1sc(NC(=O)CN2CCOCC2)nc1-c1ccc2c(c1)CCN2S(=O)(=O)c1ccccc1
→ 5.3	·	·	1.8	5.6	26.0	1.1
> CC(C)(C)c1ccc(OC(=O)Nc2ccc(O)c(C(=O)O)c2)cc1
→ 2.9	0.8	-7.2	-7.7	-3.2	7.9	-31.0
> COc1ccc(O)c(/C=N/c2sc(C)c(C)c2C#N)c1
→ ·	5.3	-6.9	5.6	·	·	7.4
> Cc1[nH]c2ccccc2c1C(c1ccncc1)N1CCC(C)CC1 (centres undefined)
→ -1.2	16.3	2.4	·	-4.0	-10.1	-6.4
> CCN(C[C@H]1[C@H](c2ccccc2)[C@@H](CO)N1S(C)(=O)=O)C(=O)C1CC1
→ -0.5	-2.8	·	-91.7[16.7 µM]	2.4	4.7	-2.9
> CCOc1ccc(OCC)c(NS(=O)(=O)c2ccc3c(c2)CCN3C(=O)C2CCC2)c1
→ -2.3	·	·	·	2.5	14.0	6.3
> Cc1ccccc1/C(N)=N/OC(=O)c1cccs1
→ ·	-67.3	-15.8	·	·	·	-9.7
> CC(C)CCNC(=O)C1CCCN(S(=O)(=O)c2ccc3c(c2)CC(C)N3C(=O)C2CC2)C1 (centres undefined)
→ 1.0	-14.5	0.6	·	-2.9	-9.6	-26.1
> CCNC(=O)C[C@H]1CC[C@H]2[C@H](COc3ccc(NC(=O)Nc4ccccc4C)cc3C(=O)N2C)O1
→ -1.4	-5.9	11.1	28.5[16.7 µM]	1.5	3.4	-2.7
> O=C(CSC1CC(=O)N(CC(c2ccccc2)c2ccccc2)C1=O)Nc1ccc(Cl)cc1 (centres undefined)
→ ·	4.0	-13.3	-3.1	·	·	·
> O=C(N/N=C/c1ccc([N+](=O)[O-])cc1)c1[nH]ncc1Br
→ -5.1	-135.0	6.8	-1.9	-3.0	-81.2	6.2
> CC(=O)Nc1ccc(NC(=O)C(C)OC(=O)c2ccc(S(=O)(=O)N3CCCCC3)cc2)cc1 (centres undefined)
→ -1.7	-1.0	-5.6	·	2.9	3.7	·
> O=C(NCC1CCCO1)c1ccc(N2C(=O)C3CCCCC3C2=O)cc1 (centres undefined)
→ -0.5	4.1	-3.4	-7.4	?	-3.9	9.6
> O=C(Nc1ccc2c(c1)OCCO2)c1cccnc1Oc1ccccc1
→ 1.3	9.5	4.6	1.8	10.1	5.3	53.3
> C=CCn1c(SCC(=O)N2CCCC2)nc2c([nH]c3ccccc32)c1=O
→ 1.4	31.1	4.4	·	-1.9	·	8.9
> Cc1ccc(S(=O)(=O)N2C[C@H]3N(C(=O)OC(C)C)N(C(=O)OC(C)C)C[C@H](OC(=O)Nc4c(C)noc4C)[C@@]3(O)C2)cc1
→ -0.6	-11.9	15.8	0.5	-15.0	-11.7	2.9
> CCCNC(=O)C[C@@H]1CC[C@H]2NC[C@H](O)COC[C@@H]2O1
→ -3.9&-1.6	-10.6	0.8&-2.5	·	-2.4&1.5	-2.4&-0.4	1.9&22.3
> C[C@H](CO)N1C[C@H](C)[C@H](CN(C)Cc2ccc3c(c2)OCO3)Oc2ccc(NS(=O)(=O)c3ccc(F)cc3)cc2CC1=O
→ 2.8	53.2	·	-1.0[16.7 µM]	?	14.8	-22.0
> CC1CCN(C(=O)CSc2nnc(Cc3cc(=O)[nH]c(=O)[nH]3)n2-c2ccc(Cl)cc2)CC1
→ -1.8	8.3	-9.4	0.0	-1.8	-4.1	10.8
> CCS(=O)(=O)N1CC(=O)N2[C@H](CO)[C@H](c3ccc(-c4ccc(C)cc4)cc3)[C@@H]2C1
→ 1.5	-16.8	·	·	-1.6	-2.1	-8.1
> Cc1cc(N2CCOCC2)nc2ccc(NC(=O)CCC(=O)N3CCCC(C)C3)cc12 (centres undefined)
→ ·	-39.3	-6.7	7.9	·	·	·
> O=C(Nc1nc(-c2ccccc2)c(C(=O)c2ccccc2)s1)c1ccc(S(=O)(=O)N2CCCC2)cc1
→ -0.7	-27.8	8.9	-5.2	·	0.3	-11.0
> Cc1ccc(C(=O)OCC(=O)N(CC(C)C)c2c(N)n(Cc3ccccc3)c(=O)[nH]c2=O)cc1[N+](=O)[O-]
→ 1.2	-1.5	5.9	·	0.6	-4.0	-3.5
> CCOc1ccc(C(C(=O)Nc2ccc(F)cc2)N(C(=O)Cn2nnc3ccccc32)C2CC2)cc1 (centres undefined)
→ 2.8	·	·	5.2	-4.8	0.7	-13.2
> CN(Cc1ccccc1)C(=O)c1ccc(COc2ccccc2)cc1
→ 2.9	-33.8	-3.0	19.1	-1.9	-13.0	-6.0
> Cc1ccc(CN2C(=O)C(CC(C)C)Nc3ncnc(N4CCCCC4)c32)cc1 (centres undefined)
→ 0.5	11.6	-1.6	-1.1	-2.0	6.0	-12.3
> C[C@@H]1CN([C@@H](C)CO)S(=O)(=O)c2ccc(C#CCN(C)C)cc2O[C@H]1CN(C)Cc1ccccn1
→ -4.5	·	-12.6	0.9[16.7 µM]	-4.7	17.3	10.5
> COc1ccccc1S(=O)(=O)N(C)C[C@@H]1OCc2cnnn2CCCC(=O)N([C@H](C)CO)C[C@H]1C
→ -1.3&1.9&-2.2	-4.0&1.5&-5.7	9.3&-10.9	-0.9	-3.5&-8.2	-1.6&6.7&-0.4	9.7&-1.1
> CN(C)C(=O)CSc1nc2ccc(C(=O)c3ccccc3)cc2[nH]1
→ -3.4	-28.9	3.7	-5.7	2.9	-61.0	-0.1
> O=C(Cc1ccccc1)NN1C(=O)c2ccccc2C1=O
→ 0.3	1.2	2.8	·	-2.5	-0.9	·
> CCN(CC)S(=O)(=O)c1ccc(N2CCOCC2)c(NC(=O)c2cccc(C#N)c2)c1
→ -2.3	-12.7	-0.5	2.1	-6.5	2.9	-5.5
> O=C(N[C@H](C(=O)N1CCC[C@H]1C(=O)NC1CCCC1)C1CCCCC1)c1ccccc1
→ 3.7	1.6	-4.4	·	15.0	-10.8	-30.8
> CCCN1[C@H](C(=O)NCC2CC2)[C@@H](CO)[C@@H]2Cn3c(ccc(/C=C/c4ccccc4)c3=O)[C@@H]21
→ 2.3	44.2	·	0.1[16.7 µM]	-6.5	0.9	-7.8
> CCCc1cc2nnc(SCC(=O)N(C)C3CCCCC3)n2c(N)n1
→ -1.9	9.0	7.8	-1.9	-3.6	8.9	3.6
> COCCN(CCOC)S(=O)(=O)c1ccc(C(=O)Nc2nnc(COC)o2)cc1
→ 0.4	-9.8	0.5	-6.4	-3.2	2.5	2.9
> CN(C)c1cc[n+](CC(=O)Nc2ccc(Cl)cc2)cc1
→ -9.3	60.0	3.5	·	-11.7	12.2	-4.0
> C[C@@H]1CCCCO[C@H](CN(C)C(=O)Cc2ccccc2)[C@@H](C)CN([C@@H](C)CO)C(=O)c2cc(NS(=O)(=O)c3ccccc3)ccc2O1
→ 1.7	9.6	-14.9	10.2[16.7 µM]	8.4	9.6	-34.7
> COc1ccc(-c2nn(C)c(=O)c3ccccc23)cc1NS(C)(=O)=O
→ ·	7.1	12.3	10.3	·	·	·
> CC(=O)Nc1ccc(OCC(O)Cn2cnc3ccccc32)cc1 (centres undefined)
→ ·	-9.6	-1.4	4.5	·	·	·
> CCCNC(=O)N(C)C[C@@H]1Oc2cc(C#CCC(C)C)ccc2S(=O)(=O)N([C@@H](C)CO)C[C@H]1C
→ 4.1	·	·	21.1[16.7 µM]	35.7*	10.5	-29.9
> Cc1onc(-c2ccccc2)c1C(=O)N1CCN(Cc2ccc3c(c2)OCO3)CC1
→ 0.2	30.9	3.4	-4.8	14.6	-5.7	-1.3
> CCCC(=O)Nc1ccc2c(c1)C(=O)N(C)[C@H]1CC[C@@H](CC(=O)NC3CCCC3)O[C@H]1CO2
→ 0.2	1.2	0.8	-8.3[16.7 µM]	-6.9	1.8	0.7
> CCOc1ccc(N/C(N)=N/c2nc(CSc3nnnn3-c3ccccc3)cc(=O)[nH]2)cc1
→ 1.6	8.3	2.6	5.8	-3.1	12.2	8.0
> Cn1cc(SCC(=O)Nc2nccs2)c2ccccc21
→ 1.2	-104.7	-0.1	·	1.2	-124.4	14.0
> COc1cc(/C=N/NC(=O)c2nc3ccccn3c2C)cc(OC)c1O
→ -0.2	11.0	5.3	·	-3.9	-2.7	-0.4
> O=C1CC(c2ccccc2)=Nc2ccccc2N1Cc1ccccc1
→ 1.5	7.0	5.9	·	3.0	4.2	-15.6
> COc1ccc(NC(=O)N(C)C[C@@H]2Oc3ccc(NC(=O)CCCN(C)C)cc3C(=O)N([C@H](C)CO)C[C@@H]2C)cc1
→ 2.3	-9.7	·	0.5[16.7 µM]	1.5	0.3	-2.3
> CCCCN(C(=O)c1cc(S(=O)(=O)N2CCOCC2)ccc1N1CCOCC1)c1ccccc1
→ 0.3	3.7	7.9	1.6	1.4	-1.5	0.2
> Cc1cc(NC(=O)CN2C(=O)NC(C)(c3ccccc3)C2=O)no1 (centres undefined)
→ ·	·	3.2	4.0	·	·	-0.4
> N#Cc1c(N)nc2c(c1-c1ccc(Br)s1)CCCC2
→ ·	3.9	3.0	-8.8	·	·	13.1
> O=S(=O)(c1ccccc1)C(/C=N\O)/C=C/c1ccccc1 (centres undefined)
→ 1.2	6.7	6.1	·	8.7	7.3	-13.4
> CC1CCCCC12NC(=O)N(CC(=O)Nc1ccc(S(=O)(=O)Nc3ncccn3)cc1)C2=O (centres undefined)
→ -1.6	0.1	6.2	-12.5	-1.1	-1.9	-10.0
> CC(=O)Nc1ccc2nc(-c3ccccn3)[nH]c2c1
→ ·	-112.4	-5.4	3.0	·	·	·
> COc1ccc(S(=O)(=O)N(C)C[C@H]2Oc3ccc(NC(=O)NC4CCCCC4)cc3CC(=O)N([C@H](C)CO)C[C@H]2C)cc1
→ -3.2	·	13.3	-11.2[16.7 µM]	-5.6	4.2	-16.2
> O=C1NC[C@H](c2ccccc2)N(CCc2cccc3ccccc23)C1=O
→ 1.1	0.9	12.2	0.0	-15.7	10.9	-37.0
> COc1ccc(C(=O)NN)cc1COc1ccc(Br)cc1
→ ·	·	14.2	5.1	·	·	-10.3
> Cc1c(N=C2SCC(=O)N2/N=C/c2ccccc2)c(=O)n(-c2ccccc2)n1C
→ ·	4.4	3.3	·	-11.2	-2.8	-5.6
> COc1ccc(C(=O)Cc2ccc3c(c2)OCO3)c(O)c1
→ ·	-63.3	-1.8	·	·	·	41.3*
> O=S1(=O)c2ccc(Br)cc2N2CCC[C@@H]2CN1Cc1ccccc1
→ 6.5	20.8	7.2	25.0	-3.9	51.8*	-36.1
> CC(C)(CNC(=O)C1CCCN1C(=O)c1cccs1)N1CCOCC1 (centres undefined)
→ -2.7	16.9	-2.0	-17.9	3.3	-3.4	9.8

Further compounds.
Screens in order – CFTR F508del cor	PAX8 reporter	FN deposition inh	miR122 inh	DENV2 CPE	EWS-Fli inh	INS-1E GSIS act
> COc1ccccc1-c1ccc([C@@H]2[C@@H](CO)N(C(C)=O)C23CN(C(C)=O)C3)cc1
→ 0.4	·	·	·	-7.3	6.6	3.9
> COc1ccccc1-c1ccc([C@H]2[C@@H](CO)N(C(=O)C3CC3)C23CN(C(C)=O)C3)cc1
→ -0.7	-0.4	·	·	1.8	-9.2	-22.6
> Cc1cccc(NC(=O)CN2C(=O)NC(C)(c3ccc4c(c3)OCO4)C2=O)c1 (centres undefined)
→ ·	-5.4	-7.2	6.0	·	·	·
> COc1ccc(/C=C2\CCc3c2nc2ccccc2c3C(=O)O)cc1OC
→ -2.4	-21.3	6.1	·	-0.4	-0.7	3.1
